Assay outcomes (PubChem)
L3MBTL1 block: blocks human L3MBTL1; Q9Y468; AlphaScreen L3MBTL1–H3K9me1 peptide binding; Potency, µM (top dose mostly 57.1 µM), for inactives: at the highest dose activity, negative = inhibition, usual class: inhibitors; 0.66% of 230,000 active; active = well fitted inhibition curve with a large enough effect; inconclusive = small, poorly fitted or top-dose-only effect; inactive = no such curve, though single readings can be large or run the other way; note: nearly all actives have a fitted effect of over 60% in size
Target sequence (Q9Y468 whole entry, looked up): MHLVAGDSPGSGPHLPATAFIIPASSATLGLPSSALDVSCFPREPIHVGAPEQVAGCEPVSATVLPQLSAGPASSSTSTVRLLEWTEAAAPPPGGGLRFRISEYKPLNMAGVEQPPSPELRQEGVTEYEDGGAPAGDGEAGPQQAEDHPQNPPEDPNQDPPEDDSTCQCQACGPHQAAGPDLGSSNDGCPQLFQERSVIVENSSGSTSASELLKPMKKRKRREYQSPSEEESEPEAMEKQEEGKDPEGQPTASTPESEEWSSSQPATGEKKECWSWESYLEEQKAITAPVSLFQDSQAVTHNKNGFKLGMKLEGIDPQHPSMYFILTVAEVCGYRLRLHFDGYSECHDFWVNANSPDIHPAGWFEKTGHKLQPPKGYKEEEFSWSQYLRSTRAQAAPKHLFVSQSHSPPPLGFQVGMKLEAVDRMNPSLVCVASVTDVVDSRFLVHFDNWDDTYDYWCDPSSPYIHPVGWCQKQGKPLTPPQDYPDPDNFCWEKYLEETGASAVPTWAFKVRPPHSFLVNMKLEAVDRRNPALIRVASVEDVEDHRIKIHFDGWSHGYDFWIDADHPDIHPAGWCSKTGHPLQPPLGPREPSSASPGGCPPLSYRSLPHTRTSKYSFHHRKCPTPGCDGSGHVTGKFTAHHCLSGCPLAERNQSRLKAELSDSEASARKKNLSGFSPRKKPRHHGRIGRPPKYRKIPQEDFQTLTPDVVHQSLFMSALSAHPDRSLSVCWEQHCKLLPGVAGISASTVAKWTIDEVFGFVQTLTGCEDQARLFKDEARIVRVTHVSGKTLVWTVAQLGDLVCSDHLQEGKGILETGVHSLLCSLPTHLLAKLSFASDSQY
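L3MBTL1 (50 nM) pre-complexed 30 min with biotinylated H3(1-15)K9me1 peptide (75 nM), then compounds added for 30 min at room temperature; AlphaScreen streptavidin donor/nickel chelate acceptor beads (10 ug/mL final) read after 30 min dark incubation.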
* marks the source's active call; other numbers are inactive results; ? = inconclusive; [ ] = dose if it differs, or a comment. % is set by controls: 0 for no effect and ±100 for the full control effect; potency is the fitted concentration of half-maximal effect. This is a subset; rates above refer to the full screens.

SMILES	L3MBTL1 block
CCCn1c(C)cc(/C=C(\C#N)C(=O)OCC(=O)N(C)c2c(N)n(Cc3ccccc3)c(=O)[nH]c2=O)c1C	-6%
O=C(NCc1ccncc1)c1cccc(NS(=O)(=O)c2ccc(F)c(F)c2)c1	3%
CC(NC(=O)c1cccc(S(=O)(=O)N(C)c2ccccc2)c1)c1cccnc1 (stereo not drawn)	5%
CCOc1c2ccccc2nn1CCO	-3%
C[C@H]1[C@H](C)CC[C@]2(C)CC[C@]3(C)C(=CC(=O)C4[C@@]5(C)CC[C@H](O)C(C)(C)C5CC[C@]43C)[C@H]12 (stereo partly drawn)	-2%
CN(Cc1cccnc1)C(=O)c1cc(S(=O)(=O)Nc2ccccc2F)ccc1Cl	15%
COC(=O)C(CC(=O)c1ccc(Br)cc1)n1nc(C)cc1C (stereo not drawn)	15%
COc1cc(OC)cc(-c2c(C#Cc3ccsc3)c3cc(-c4cc(OC)c(OC)c(OC)c4)ccc3n2C)c1	-5%
CCOc1ccc(-c2cnc3n2CCCCC3)cc1	0%
COc1ccc(-c2cn(Cc3ccc(C(N)=O)cc3)c(-c3ccc(Cl)nc3)n2)cc1	-12%
COc1ccc(C(=O)CC(=O)c2ccccc2O)cc1	8%[2.29 µM]
COc1ccccc1CCNC(=O)c1ccc(NC(=O)CC2SC(N3CCCCC3)=NC2=O)cc1 (stereo not drawn)	-6%
O=C(COC(=O)c1ccc(Cl)cc1)NC1CCCCCC1	7%
CCC(=O)NC(c1cc(Cl)c2cccnc2c1O)C(C)C (stereo not drawn)	?
Cc1ccc(-c2csc3ncnc(NCCC(=O)O)c23)cc1	63%[activator]
Cc1ccc(S(=O)(=O)NCCNc2ccc(Br)c(C)c2)cc1	3%
N#Cc1ccccc1Cn1c(=O)oc2ccccc21	-11%
C=CCNC(=S)NNc1nc(N2CCCC2)nc(N2CCCC2)n1	-7%
O=C1CCc2cc(S(=O)(=O)N3CCN(c4ccc(F)cc4)CC3)cc3c2N1CC3	9%
Cc1cccc(NS(=O)(=O)c2cn(C)c(=O)n(C)c2=O)c1C	1%
COc1cccc(C(=O)NCc2ccco2)c1	0%
CSc1ncccc1C(=O)OCC(=O)NC1CCCc2ccccc21 (stereo not drawn)	4%
CC(Sc1nc2ccccc2c(=O)n1C)C(=O)Nc1ccc2c(c1)OCCO2 (stereo not drawn)	-3%
CCOC(=O)C1CCN(S(=O)(=O)c2cc3c(cc2C)NC(=O)CO3)CC1	55%[activator]
C[C@@H]1O[C@@H](OC2C(O)C(OCCc3ccc(O)c(O)c3)OC(CO)C2OC(=O)/C=C/c2ccc(O)c(O)c2)[C@H](O)[C@H](O)[C@H]1O (stereo partly drawn)	?
Following part
SMILES	L3MBTL1 block
Cc1cc(C)n(S(=O)(=O)c2cccc([N+](=O)[O-])c2)n1	-5%
C#CCOCCOCCOCCNc1nc(N2CCOCC2)nc(N2CCN(C(=O)CCCCCCCCCCNC(=O)[C@@H](CCSC)n3cc(CCO)nn3)CC2)n1	2%
COC(=O)[C@]12C(=O)NC[C@H](CN1c1ccc(C(F)(F)F)cc1)N2C	-4%
Cc1cccn2c(=O)nc(SCC(=O)N3CCCC3)nc12	4%
Cc1ccc(NC(=O)CC(NC(=O)c2ccccc2Cl)c2ccccc2)nc1 (stereo not drawn)	2%
Cc1cc(Br)ccc1OCCN1CCCC1	-3%
CCOc1ccc(C=NNc2ccc(S(=O)(=O)Nc3ccccc3C(=O)O)cc2[N+](=O)[O-])cc1	16µM*
CCCCN(C(=O)c1cnccn1)c1c(N)n(CCC)c(=O)[nH]c1=O	0%
CCn1c(SCC(=O)Nc2cccc(S(=O)(=O)N(C)c3ccccc3)c2)nnc1C1CC1	1%
COc1cccc(NC(=O)CSc2nc3ccccc3nc2N2CCCC2)c1	42%[activator]
Cc1ccc(C)c(C(=O)CSc2nc(N)cc(=O)[nH]2)c1	-1%
Cc1ccc([N+](=O)[O-])cc1S(=O)(=O)Nc1ccc(C(=O)NCc2ccccn2)cc1	-5%
COc1ccc(CCNC(=O)/C=C/c2ccco2)cc1OC	-7%
CCC1(c2ccccc2)NC(=O)N(CC(=O)Nc2ccccc2C(=O)NC2CC2)C1=O (stereo not drawn)	0%
Cc1nn(CC(=O)N(CC(C)C)C2CCS(=O)(=O)C2)c(C)c1[N+](=O)[O-] (stereo not drawn)	1%
CCCCn1c(N)c(N(CC(C)C)C(=O)C2=COCCO2)c(=O)[nH]c1=O	-2%
CCc1c(C)nc(SCC(=O)N2CCCCC2)[nH]c1=O	-1%
COC(=O)c1c(C(=O)c2ccc(Br)cc2)n(C)c2ccccc12	5%
O=C(O)c1cc(Br)ccc1NS(=O)(=O)c1cccc2nsnc12	7%
O=C(CCNC(=O)c1ccc(Cl)cc1)Nc1nc2ccccc2[nH]1	-7%
Cc1ccccc1[C@@H](NC(=O)OC(C)(C)C)C(=O)OC(C)(C)C	2%
Cc1ccc(-c2nnc(SCC(=O)NCCN3C(=O)CSC3=O)n2C)cc1	0%
CCC(C)[C@H]1CNCCN1CCc1cc(C(F)(F)F)cc(C(F)(F)F)c1 (stereo partly drawn)	-5%
COc1ccc(C(=O)COC(=O)c2sc(C)nc2C)cc1OC	0%
COc1ccc(C(CNC(=O)CCNC(=O)c2ccccc2Cl)N2CCCC2)cc1 (stereo not drawn)	-4%
(next part)
SMILES	L3MBTL1 block
COc1ccc(OCCOc2ccc(N(C)S(=O)(=O)c3ccccc3)cc2)cc1	29%
CC1(C)CC(=O)N(c2ccc(C#N)cc2)C(=O)C1	5%
COc1ccc(OC)c(S(=O)(=O)NCC(=O)NC2CCCc3ccccc32)c1 (stereo not drawn)	5%
COc1cc(NC(=O)COC(=O)c2[nH]c(C)c(C(C)=O)c2C)cc(OC)c1	-2%
O=C(COC(=O)c1ccc(Cl)nc1)Nc1ccc2ccccc2c1	1%
Cc1ccc(C(=O)OCN2C(=O)c3ccccc3C2=O)o1	3%
COc1ccc(-c2nn(CCC#N)cc2C(=O)Nc2ccccn2)cc1OC	11%
COc1ccc(CN2CCN(C3CCC3)CC2CCO)cc1C (stereo not drawn)	-1%
Cc1ccc(OCCCn2ccnc2)c(Br)c1	-4%
CCOc1ncccc1C(=O)Nc1cccc(-n2cnnn2)c1C	-2%
COc1ccccc1C(=O)NC(=O)COC(=O)c1ccc([N+](=O)[O-])cc1	-8%
O=C1N=c2ccccc2=C1c1c(O)[nH]c2c(C(F)(F)F)cccc12	0%
CC1CCN(C(=O)CNC(=O)c2ccc(Br)o2)CC1	-8%
CC(C)(C)OC(=O)C[C@@H]1C/C=C\C[C@H](CC(=O)N[C@H](CO)Cc2ccccc2)C(=O)N[C@H](Cc2ccccc2)COC1=O	8%
CCCCN1CCNC[C@@H]1c1ccccc1	2%
CC1CCc2sc(C(=O)NCC(C)(C)N3CCOCC3)cc2C1 (stereo not drawn)	-7%
Cc1ccc(CNc2nc3ccccc3n2C)o1	-9%
CN(C)C1=NCCN1CC1CCCCCC1	3%
COc1ccc(C(=O)NCCNc2nc3c(C)cccc3cc2C#N)cc1OC	12%
CCOc1ccc(OCCC(=O)N(CCC2=CCCCC2)c2c(N)n(Cc3ccccc3)c(=O)[nH]c2=O)cc1	-4%
CN(Cc1ccco1)C(=O)CSc1nc(C2CC2)n(-c2ccccc2)n1	-10%
COc1cc2c(cc1OC)C(c1ccc([N+](=O)[O-])cc1)NC(=O)C2 (stereo not drawn)	-3%
O=C1CSC(=Nc2cccc(Cl)c2Cl)N1	-8%
COc1cc2c(cc1OC)[C@@H](NC(=O)C(C)C)[C@H](O)C2	-5%
COc1cccc(CNc2nc3ccccc3n2C(C)C)c1O	3%
The results go on:
SMILES	L3MBTL1 block
O=C1Cc2cc(NS(=O)(=O)c3ccc(F)cc3)cc3c2N1CCC3	0%
O=C(Nc1ccc(S(=O)(=O)N2CCOCC2)cc1)c1ccc(F)cc1	2%
O=C(OCC#CCNc1nnc(-c2cccc3ccccc23)o1)c1cccs1	4%
CCn1c(=O)c(C(=O)NCc2ccccc2OC)c(O)c2ccccc21	0%
O=C(OCCc1cc2ccccc2c(=O)o1)c1ccc(F)cc1	34%[activator]
COc1ccc(N2CC(NC(=O)c3ccc4ccccc4c3)CC2=O)cc1OC (stereo not drawn)	-7%
Cc1ccsc1/C=N/N=C/c1sccc1C	?
O=C(COc1coc(CN2CCc3ccccc3C2)cc1=O)Nc1ccc([N+](=O)[O-])cc1	5%
O=C(CSc1n[nH]c(=O)[nH]c1=O)Nc1ccc(Br)cc1Br	5%
CC(=O)c1ccccc1NC(=O)CSCc1nc2sc(C)c(C)c2c(=O)[nH]1	11%
COc1ccc(C(=O)N2CCC2)cc1S(=O)(=O)NCc1ccc(Cl)cc1	-1%
C=CC[C@H](CC(=O)NCCO)C(=O)N[C@H](COC(=O)[C@H](CC=C)CC(=O)OC(C)(C)C)c1ccccc1	-7%
Nc1c(C(=O)CSc2nccn2-c2ccc(Cl)cc2)c(=O)[nH]c(=O)n1C1CC1	-3%
CN(CC(=O)Nc1ccc(Cl)c(C(F)(F)F)c1)C(=O)COC(=O)C1CC2CCCC(C1)C2=O (stereo not drawn)	1%
CCOc1cc(C(=O)Nc2ccc(C(=O)NCCN(CC)CC)cc2)ccc1OCC(=O)N1CCOCC1	3%
O=C(Nc1ccc(Nc2ccccc2)cc1)c1ccc(Br)cc1	6%
CCOCCn1ccc2c(OCC(=O)NCCc3ccc(OC)c(OC)c3)cccc2c1=O	3%
CCc1noc(C)c1C(=O)Nc1ccc(Cl)c(S(=O)(=O)N2CCCCC2)c1	2%
COc1ccc(C(C)=O)cc1CSc1ccc(S(=O)(=O)N2CCCCC2)cn1	-3%
CCN(CC(=O)Nc1ccc2c(c1)OCCO2)CC(=O)Nc1ccc(C)c(S(=O)(=O)N(C)C)c1	0%
CCC(CO)Oc1cc(NC(=O)c2cccc3ccccc23)c2ncn(C(C)C)c2c1 (stereo not drawn)	-4%
COC(=O)c1sc(NC(=S)NC(=O)c2cc(OC)c(OC)c(OC)c2)nc1C	4%
CN(C)CCCNC(=O)C[C@H]1C[C@H](C(=O)N2CCCCC2)[C@@]2(CCc3ccccc3)c3[nH]c4cc(-c5ccco5)ccc4c3CCN2C1=O	?
O=C(Nc1ccccc1N1CCOCC1)c1cccc(S(=O)(=O)Nc2ccccc2F)c1	-3%
CC(C(=O)N1c2ccccc2CC1C)N1CCN(S(=O)(=O)c2ccccc2F)CC1 (stereo not drawn)	-4%

Entries listed so far containing an aryl thioether with sulfur outside any ring:
SMILES	L3MBTL1 block
CSc1ncccc1C(=O)OCC(=O)NC1CCCc2ccccc21 (stereo not drawn)	4%
CC(Sc1nc2ccccc2c(=O)n1C)C(=O)Nc1ccc2c(c1)OCCO2 (stereo not drawn)	-3%
Cc1cccn2c(=O)nc(SCC(=O)N3CCCC3)nc12	4%
CCn1c(SCC(=O)Nc2cccc(S(=O)(=O)N(C)c3ccccc3)c2)nnc1C1CC1	1%
COc1cccc(NC(=O)CSc2nc3ccccc3nc2N2CCCC2)c1	42%[activator]
Cc1ccc(C)c(C(=O)CSc2nc(N)cc(=O)[nH]2)c1	-1%
CCc1c(C)nc(SCC(=O)N2CCCCC2)[nH]c1=O	-1%
Cc1ccc(-c2nnc(SCC(=O)NCCN3C(=O)CSC3=O)n2C)cc1	0%
CN(Cc1ccco1)C(=O)CSc1nc(C2CC2)n(-c2ccccc2)n1	-10%
O=C(CSc1n[nH]c(=O)[nH]c1=O)Nc1ccc(Br)cc1Br	5%
Nc1c(C(=O)CSc2nccn2-c2ccc(Cl)cc2)c(=O)[nH]c(=O)n1C1CC1	-3%
COc1ccc(C(C)=O)cc1CSc1ccc(S(=O)(=O)N2CCCCC2)cn1	-3%

Following part
SMILES	L3MBTL1 block
CC(C)(C)OC(=O)C[C@H]1C/C=C\C[C@@H](CC(=O)NCCO)C(=O)NCCOC1=O	2%
COc1ccc(OCC(=O)N2c3ccccc3CC2C)c([N+](=O)[O-])c1 (stereo not drawn)	-8%
Cc1cccc(NC(=O)C2CCN(C(=O)c3ccccc3C)CC2)n1	0%
COc1ccc(Br)cc1S(=O)(=O)N1CCCc2ccccc21	21%
N#Cc1nc(Nc2cc(F)cc(F)c2)c2ncn(CC(F)F)c2n1	19%
CC(C)Cc1nnc(NC(=O)c2ccc(S(=O)(=O)N3CCCC3)cc2)s1	3%
CCCCOc1ccc(OCCSc2nc3ccccc3n2CC(=O)O)cc1	11%
COc1ccc(NC(C)=O)cc1S(=O)(=O)N1CCn2cccc2C1C (stereo not drawn)	-3%
O=C(CN1C(=O)NC(c2ccccc2)(c2ccccc2)C1=O)NC1CCCC1	-4%
Cc1cc(=O)n(C)c2ccc(S(=O)(=O)N3CCOCC3)cc12	8%
CC(=O)Nc1ccc(S(=O)(=O)N2CCn3cccc3C2C)cc1 (stereo not drawn)	-11%
COc1ccc(C(CNC(=O)c2ccc(N3CCCC3=O)cc2)N2CCCC2)cc1 (stereo not drawn)	-7%
CCOC(=O)c1c(C)[nH]c(C(C)=NNC(=O)c2cccs2)c1C	1%
O=C(c1ccccc1Cl)N1CCN(C(=O)C2CCCO2)CC1 (stereo not drawn)	-4%
CN(C)c1cccc(C(=O)NN2C(=O)NC3(CCCCC3)C2=O)c1	?
CSc1ccc(S(=O)(=O)NCC(=O)OCC(=O)N2CCC(C)CC2)cc1[N+](=O)[O-]	9%
CC1CCC(N2CCN(c3ccc([N+](=O)[O-])cc3)CC2)CC1 (stereo not drawn)	-9%
Clc1ccc(OCc2nn[nH]n2)cc1	10%
CCCCn1c(N)c(N(CC(C)C)C(=O)c2cc3c(s2)CCC3)c(=O)[nH]c1=O	-16%
Cc1ccc(S(=O)(=O)N2CCCC2CNC(=O)c2ccccc2)cc1 (stereo not drawn)	7%
